Assay outcomes from PubChem.
procasp3 activ: activates human procaspase-3; P42574; recombinant procaspase-3 D3A, Ac-DEVD-pNA absorbance 405 nm; activation, % at 8.5 µM; 330,000 tested, 0.11% active;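 active = activation above the mean of all tested compounds plus 3 SD, cut at about 21% in these data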;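 note: 0% = DMSO alone and 100% = DMSO wells spiked with extra 5 µM PC-3 D3A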
Target sequence (P42574 whole entry D9A/D28A/D175A): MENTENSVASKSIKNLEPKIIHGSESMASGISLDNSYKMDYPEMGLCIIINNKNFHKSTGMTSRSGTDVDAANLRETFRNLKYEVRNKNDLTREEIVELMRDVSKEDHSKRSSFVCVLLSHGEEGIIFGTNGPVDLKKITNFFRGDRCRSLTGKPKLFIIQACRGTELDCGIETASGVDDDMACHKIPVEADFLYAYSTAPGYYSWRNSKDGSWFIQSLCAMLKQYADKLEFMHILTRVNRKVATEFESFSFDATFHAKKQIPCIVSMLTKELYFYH
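Assay system: Procaspase-3 D3A mutant, all three cleavage aspartates alanine. Buffer or medium: Zinc-free HEPES saline buffer with Triton X-100. Times: 1 h compound preincubation, 2 h substrate hydrolysis at 25 °C. Measured by: 405 nm absorbance of p-nitroaniline, reads at 0 and 120 min. Read-out basis: percent activation relative to control range. Replicates: singlicate.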
AHR activator: activators of human aryl hydrocarbon receptor | activation, % at 5 µM | AID 2796 | P35869 | AHR-responsive luciferase reporter cells, luminescence | 320,000 tested, 2.5% active; in the data active = activation above about 47%;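 note: 0% = vehicle wells and 100% = reference agonist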
JMJD2C inh: inhibitors of human GASC-1 (JMJD2C) demethylase. GST-JMJD2C(1-420) H3K9me3 demethylation, DELFIA europium. Q9H3R0. 330,000 tested, 0.069% active. inhibition, % at 2.35 µM;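 active = more than half of a compound's replicate wells show inhibition beyond 50%, single wells judged on their own value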;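 note: signal counts dimethyl H3K9 product captured on neutravidin plate; 0% = median of DMSO wells and 100% = 0.3 times that DMSO median; strong numbers were not always called active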
Target sequence (Q9H3R0 1-420 limits assumed): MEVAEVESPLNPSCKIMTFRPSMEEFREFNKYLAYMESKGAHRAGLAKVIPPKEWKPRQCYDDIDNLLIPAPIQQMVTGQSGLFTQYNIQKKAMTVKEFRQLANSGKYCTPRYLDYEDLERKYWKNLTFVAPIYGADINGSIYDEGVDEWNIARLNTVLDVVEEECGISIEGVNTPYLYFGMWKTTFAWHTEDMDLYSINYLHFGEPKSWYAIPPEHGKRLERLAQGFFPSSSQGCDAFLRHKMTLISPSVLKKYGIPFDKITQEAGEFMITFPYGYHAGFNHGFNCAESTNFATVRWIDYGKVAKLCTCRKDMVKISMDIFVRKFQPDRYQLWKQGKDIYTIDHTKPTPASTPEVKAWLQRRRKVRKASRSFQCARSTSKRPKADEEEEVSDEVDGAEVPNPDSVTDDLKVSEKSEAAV
RPL19A TOR yeast: alters RPL19A-GFP fluorescence in TOR pathway yeast screen | S. cerevisiae RPL19A-GFP strain, flow cytometry, 3 h; stronger effect = lower value | percent response vs DMSO, % at 10 µM | 330,000 tested, 0.3% active | AID 2025;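 active = percent response vs DMSO below 50%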;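 note: median channel GFP fluorescence of the barcoded RPL19A-GFP strain; ratio of sample median GFP to plate DMSO average so 100% = DMSO; lower means less RPL19A-GFP as with rapamycin TOR inhibition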
MEP2 TOR yeast: alters MEP2-GFP fluorescence in TOR pathway yeast screen; S. cerevisiae MEP2-GFP strain, flow cytometry GFP, 3 h; 100% = DMSO control level; GFP response vs DMSO, % at 10 µM; 330,000 tested, 0.51% active;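 active = GFP response versus DMSO above a set limit, roughly screen mean plus 3 SD, cut at about 180% in these data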;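 note: median GFP fluorescence of the barcode-gated MEP2-GFP cells per well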
LAP4-GFP MLPCN: alters LAP4-GFP fluorescence in TOR pathway yeast screen. GFP response vs DMSO, % at 10 µM. AID 2023. 320,000 tested, 0.34% active. S. cerevisiae LAP4-GFP multiplex, flow cytometry GFP, 3 h; median GFP as percent of DMSO wells;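 active = GFP response vs DMSO above a set limit, about the screen mean plus 3 SD, cut at about 150% in these data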
procasp7 counter: counter-screen for procaspase-3 activators: activators of human procaspase-7; recombinant procaspase-7, Ac-DEVD-pNA absorbance 405 nm; D23A/D198A/D206A triple mutant, cannot self-cleave; scale: DMSO 0, 5 µM enzyme 100; activation, % at 8.5 µM; 330,000 tested, 0.093% active;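 active = percent activation above the screen-wide mean plus 3 SD, cut at about 25% in these data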
Target sequence (P55210 whole entry D23A/D198A/D206A): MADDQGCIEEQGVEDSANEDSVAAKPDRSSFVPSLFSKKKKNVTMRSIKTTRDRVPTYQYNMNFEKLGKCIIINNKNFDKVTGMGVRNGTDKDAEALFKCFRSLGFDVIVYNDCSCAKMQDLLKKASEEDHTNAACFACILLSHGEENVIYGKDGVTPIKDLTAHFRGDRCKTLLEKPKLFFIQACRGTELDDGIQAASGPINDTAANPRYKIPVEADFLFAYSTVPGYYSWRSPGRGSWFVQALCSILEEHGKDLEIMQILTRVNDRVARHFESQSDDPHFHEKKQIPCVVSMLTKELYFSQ
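buffer or medium = Zinc-free HEPES/NaCl buffer, pH 7.4 | material = Procaspase-7 triple mutant (PC-7 D3A) | input = 2 µM procaspase-7 mutant as dispensed | signal = Epi-absorbance of released pNA at 405 nm, two timepoints | timing = 1 h preincubation, 2 h reaction | replicates = singlicate compound testing | evaluation = % activation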
Yeast superoxide: lowers age-related superoxide in aged yeast cells | superoxide response (% of plate mean), % at 10 µM | 330,000 tested, 0.18% active | AID 2690 | S. cerevisiae aged cells, superoxide DHE fluorescence; stronger effect = lower value;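 active = superoxide response under a set limit, about three screen SD below normal, cut at about 65% in these data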;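 note: yeast aged for seven days with compound at 30 °C before DHE staining; 100% = average MFI of all compound-treated wells on the plate with controls excluded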
* = called active by the depositor; i = inactive; . = not tested or not shown; [ ] = dose if it differs, or a comment.

Screens in order – MEP2 TOR yeast	LAP4-GFP MLPCN	JMJD2C inh	Yeast superoxide	RPL19A TOR yeast	procasp3 activ	AHR activator	procasp7 counter
> CCOc1ccc(/C=C2/SC(=S)N(CCC(=O)Nc3ccc(C(=O)O)cc3)C2=O)cc1
→ 105	121	4	99	104	2	-2	1
> O=C(Nc1ccccn1)c1cc(-n2cnnc2)ccc1Cl
→ 104	97	-5	93	99	1	1	11
> C[C@]12C=CC(=O)C=C1CC[C@@H]1C2C(O)C[C@@]2(C)C1CC[C@]2(O)C(=O)COC(=O)CCC(=O)NC(CC(=O)O)C(=O)O (stereo partly specified)
→ 98	102	-1	96	103	3	6	5
> NS(=O)(=O)c1ccc(NC(=O)c2cc(-c3ccccc3O)n[nH]2)cc1
→ 107	98	-8	113	106	3	5	6
> Cc1ccc(NC(=O)CSc2nnc(CNC(=O)C34CC5CC(CC(C5)C3)C4)n2-c2ccc(F)cc2)cc1
→ 105	96	-1	105	103	5	-3	2
> O=C(COC(=O)C1=COCCO1)NCc1ccc(Cl)cc1
→ 108	102	-33	103	102	-7	3	0
> O=C1CCCC(=O)N1c1ccc(O)cc1
→ 97	97	-2	105	103	0	1	11
> O=C(NNc1cc(Br)c(O)c(Br)c1)c1ccccc1
→ 97	98	-9	92	97	2	2	-18
> CCOC(=O)c1cc2c(=O)n3cccc(C)c3nc2n(CC(C)C)c1=NC(=O)c1ccco1
→ 100	107	-7	108	90	-34	4	-33
> CCCCN(CC)CCNC(=O)c1cc2c(=O)n(C)c3ccccc3c2s1
→ 107	98	-2	75	98	2	25	6
> COc1ccc(C(=O)NC2CC3CCCC(C2)N3Cc2ccccc2)cc1 (stereo unspecified)
→ 102	90	60*	100	103	3	3	9
> CN(C)c1nc(NCc2ccccc2)nc(N/N=C/c2ccc(Br)cc2)n1
→ 107	95	-3	97	106	-4	8	2
> C=CCn1c(C)cc(C(=O)COC(=O)/C=C/c2c(C)nn(C3CCS(=O)(=O)C3)c2Cl)c1C (stereo unspecified)
→ 94	106	3	91	97	5	-5	4
> COc1ccc(OC)c(C2C(C(=O)c3ccco3)=C(O)C(=O)N2Cc2cccnc2)c1 (stereo unspecified)
→ 100	89	-2	118	102	-1	-1	-18
> CSCCC(NC(=O)OC(C)(C)C)C(=O)Oc1ccc2c(=O)c(-c3ccc4c(c3)OCCO4)coc2c1 (stereo unspecified)
→ 103	105	-10	122	100	4	0	5
> Fc1ccc(NC(=S)N2CCCCC2)cc1
→ 106	92	3	104	99	-4	8	2
> COc1ccc(C(=O)OCc2c(F)cccc2Cl)cc1S(=O)(=O)N1CCOCC1
→ 101	106	.	101	97	3	-2	4
> CC(C)Cc1n[nH]c(=O)[nH]1
→ 107	98	-11	91	101	0	-2	2
> Cc1cccc(C)c1OCCCn1ccnc1
→ 95	79	-20	102	90	-1	136*	4
> CC(=O)OC(COc1cccc(C)c1)Cn1cnc2ccccc21 (stereo unspecified)
→ 105	106	i	93	101	2	4	1

Reprinted from the results shown for reference:
Screens in order – MEP2 TOR yeast	LAP4-GFP MLPCN	JMJD2C inh	Yeast superoxide	RPL19A TOR yeast	procasp3 activ	AHR activator	procasp7 counter
> CN(C)c1nc(NCc2ccccc2)nc(N/N=C/c2ccc(Br)cc2)n1
→ 107	95	-3	97	106	-4	8	2
> C=CCn1c(C)cc(C(=O)COC(=O)/C=C/c2c(C)nn(C3CCS(=O)(=O)C3)c2Cl)c1C (stereo unspecified)
→ 94	106	3	91	97	5	-5	4

Other entries follow:
Screens in order – MEP2 TOR yeast	LAP4-GFP MLPCN	JMJD2C inh	Yeast superoxide	RPL19A TOR yeast	procasp3 activ	AHR activator	procasp7 counter
> CCOCCn1c(N2CCCC2)nc2c1c(=O)n(C)c(=O)n2C
→ 93	82	1	100	95	7	-3	-6
> Cc1ccc(-n2c(SCC(=O)N3CCOCC3)nc(O)cc2=O)cc1
→ 94	67	9	92	108	.	.	.
> O=P(OC1CCCCC1)(OC1CCCCC1)C(O)c1ccc(Cl)cc1Cl (stereo unspecified)
→ 107	100	0	114	105	-5	1	4
> Cc1cccn2cc(-c3ccc(NC(=O)Cc4ccccc4)cc3)nc12
→ 99	113	35	106	98	2	-9	3
> COc1ccc(NC(=O)COC(=O)c2ccccc2SCC(=O)N2CCCC2)cc1
→ 111	110	-1	83	107	-1	0	2
> COc1ccccc1NC1=Nc2cccc3cccc1c23
→ 107	106	-4	88	109	-5	10	-9
> CC(=O)c1cccc(NC(=O)c2cc(C)no2)c1
→ 98	101	6	95	98	-3	4	2
> C=CCn1c(SCC(=O)Nc2ccccc2C)nnc1-c1ccncc1
→ 102	99	0	96	96	1	2	1
> CCOC(=O)C1=NNC2(c3ccc(C)cc3)C(=O)N(c3ccc(Cl)cc3)C(=O)C12 (stereo unspecified)
→ 90	86	-12	92	99	2	0	4
> Cc1cccc(OCC(=O)NCC(=O)N/N=C/c2c(C)[nH]c3ccccc23)c1
→ 105	103	2	97	105	-5	23	-7
> O=C(O)COCC(=O)Nc1cc(C(F)(F)F)cc(C(F)(F)F)c1
→ 98	104	-7	89	96	1	5	6
> COc1cccc(C(C(=O)NCC2CCCO2)N(C(=O)Cn2nnc3ccccc32)c2ccc(NC(C)=O)cc2)c1 (stereo unspecified)
→ 204*[may fluoresce violet]	78[may fluoresce violet]	4	109	54[may fluoresce violet]	10	0	10
> CCOC(=O)c1cc(S(=O)(=O)N(C)Cc2ccccc2)cn1C
→ 102	103	31	81	104	6	1	4
> COc1cccc(/C=C2\SC(=S)N(CCCC(=O)N3CCCCC3CCO)C2=O)c1 (stereo unspecified)
→ 120	108	2	97	107	-2	-5	-11
> COc1ccc2nc(SCC(=O)NC3CCCCC3C)[nH]c2c1 (stereo unspecified)
→ 104	95	.	92	99	0	2	7
> COc1nc(N(C)C)nc(N(C#N)CCOC(C)=O)n1
→ 108	89	-8	64*	94	0	2	2
> Cc1cc(C)cc(N(CC(=O)N/N=C/c2ccncc2)S(=O)(=O)c2ccccc2)c1
→ 107	97	3	110	105	5	31	12
> Cc1ccc(NC(=O)CSC2=NN3CCCC(=O)N=C3S2)c(C)c1
→ 96	104	11	96	97	7	3	1
> CCc1cc(C(=O)OC)c(NC(=O)c2cc(Br)cs2)s1
→ 108	101	10	197	95	-1	2	7
> CCc1ccc(N2CC(C)Cn3c2nc2c3c(=O)[nH]c(=O)n2C)cc1 (stereo unspecified)
→ 103	103	-7	132	98	2	5	-6
> CC(C)CC(=O)Nc1ccc(Oc2ccc(NC(=O)CC(C)C)cc2)cc1
→ 104	97	20	99	95	0	2	16
> CN(CCC#N)C(=S)Nc1ccc(F)cc1
→ 106	134	-10	86	105	20	-1	4
> COc1ccc(C(=O)O)cc1S(=O)(=O)Nc1cc(Cl)ccc1N1CCOCC1
→ 101	103	.	117	98	-1	-2	6
> COc1ccccc1N1C(=O)CC(N2CCN(c3ccc([N+](=O)[O-])cc3)CC2)C1=O (stereo unspecified)
→ 93	78	2	101	89	0	1	0
> O=C(N[C@@H](Cc1c[nH]c2ccccc12)C(=O)NC1CC1)c1ccccc1Cl
→ 98	85	8	110	100	-7	21	-4
> O=C(NCCCc1ccccc1)c1cncc(Br)c1
→ 100	93	1	103	98	2	21	-6
> COc1ccccc1-c1nc2ccccc2c(=O)n1NC(=O)c1cccs1
→ 83	89	-3	96	93	6	3	4
> CCCOc1ccc2c(c1)C(=NN=C(N)N)c1cc(OCCC)ccc1-2
→ 113	114	13	102	99	-19	20	-9
> CC(=O)/C(C#N)=C1\NC(=O)C(Cc2cc(Cl)ccc2Cl)S1 (stereo unspecified)
→ 93	93	-22	115	94	1	1	7
> Cc1ccc(NC(=O)CSc2nnc([C@@H]3CCCN3C(=O)OC(C)(C)C)o2)c(C)c1
→ 97	105	12	104	97	-5	2	-6
> CCOc1ncccc1C(=O)OCc1c(Cl)cccc1Cl
→ 106	95	9	109	104	-2	-3	2
> CCOC(=O)N1CCN(C(=O)CN2C(=O)COc3ccc(C)cc32)CC1
→ 104	96	4	95	98	-3	-1	-2
> CCC(C)(c1nnnn1-c1c(C)cccc1C)N(N=O)c1cccc(C(F)(F)F)c1 (stereo unspecified)
→ 108	99	-12	104	103	-3	4	-2
> CC1(OC(=O)c2ccc(Cl)nc2)C(=O)C=C2C=C(c3ccc(C#N)cc3)OC=C2C1=O (stereo unspecified)
→ 102	93	5	85	97	3	2	-2
> Cc1cc(NC(=O)COC(=O)C2CCN(S(=O)(=O)c3ccccc3)CC2)c([N+](=O)[O-])cc1C
→ 105	101	11	99	104	1	6	1
> O=C(NCCNC(=O)c1ccccn1)c1ccccc1
→ 107	99	-12	129	104	0	1	-6
> Cc1cc(N(C)Cc2ccccc2)nc(-c2ccccc2)n1
→ 109	.	7	98	91	11	6	7
> CCN1C(=O)c2ccc(C(=O)O)cc2C1=O
→ 108	99	24	106	107	4	2	1
> CCOC(=O)C1=C(COc2ccc(F)cc2Cl)NC(=O)NC1c1cc(C)ccc1C (stereo unspecified)
→ 108	105	3	113	102	-4	-2	-3
> COc1ccc(N(CC(=O)Nc2cccc(C)c2C)S(=O)(=O)c2c(C)n[nH]c2C)cc1
→ 109	100	6	104	108	1	0	-5
> CN(C)CC/C=C1\c2cc(F)ccc2CSc2ccccc21
→ 120	110	-8	105	100	1	-3	0
> COCCN(CCOC)S(=O)(=O)c1ccc(C(=O)Nc2nnc(C3CC3)o2)cc1
→ 111	100	2	81	100	7	2	0
> COc1ccc2c(c1)C(=NNC(=O)c1ccccn1)c1cc(OC)ccc1-2
→ 102	88	13	123	103	5	52*	-4
> CC1CCc2c(sc(NC(=O)CSc3nnc(-c4ccccc4)o3)c2C#N)C1 (stereo unspecified)
→ 90	98	-5	105	99	0	9	3
> O=C(NN=C(c1ccccc1)c1ccccn1)c1ccccc1
→ 93	99	15	101	95	6	20	1
> CC(C)CNC(=O)C(=O)NCC1OCCCN1S(=O)(=O)c1ccc2c(c1)OCCO2 (stereo unspecified)
→ 98	94	8	87	97	-2	4	4
> Cc1cccc(NC(=O)CCS(=O)(=O)c2ccc(Br)cc2)c1
→ 97	90	0	100	102	7	0	-8
> O=C(c1cccnc1)N1N=C(c2cccs2)CC1c1ccc(F)cc1 (stereo unspecified)
→ 97	100	-21	108	94	-2	4	9
> COCC1CCCCN1C(=O)c1ccc2oc(CCCc3ccccc3)nc2c1 (stereo unspecified)
→ 104	110	2	94	99	-1	3	-3
> Cc1cccc(NS(=O)(=O)c2ccc([N+](=O)[O-])cc2)n1
→ 103	105	-4	101	99	4	1	-2
> Cc1ccc(NC(=O)c2nnn(CC(=O)Nc3ccc4c(c3)OCO4)c2N)cc1C
→ 98	93	6	91	97	5	10	9
> O=C(CN1C(=O)c2cccc3cccc(c23)C1=O)N1CCN(Cc2ccc3c(c2)OCO3)CC1
→ 107	102	-2	102	102	-4	20	-12
> COc1cc(/C=N/NC(=O)c2ccncc2)cc2c1OCO2
→ 102	89	6	94	101	4	16	-5
> O=C(CNc1ccccc1)N/N=C/c1ccc2c(c1)OCO2
→ 100	102	5	106	97	0	53*	-2
> COC(=O)c1ccc(-c2nc(O)c3cnccn23)cc1
→ 325*[may fluoresce violet]	76[may fluoresce violet]	4	93	22*[may fluoresce violet]	1	13	-12
> CCOc1ccccc1N=Nc1c(C)[nH]n(C(N)=S)c1=O
→ 111	102	-4	111	102	-9	65*	-8
> CCCCCn1c(CNC(=O)c2cccs2)nc2ccccc21
→ 97	102	-1	98	98	-4	8	-6
